# FN deposit inh – fibronectin deposition inhibition; hit rate 0.086% among 350,000; inhibition, % at 12.6 µM; AH1F fibroblasts, Alexa488-fibronectin deposition fluorescence, overnight;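 active = mean inhibition across replicates of 30% or more, regardless of how many single replicates reach that level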;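 also: positive control wells lacked labelled fibronectin entirely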
#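 material = AH1F fibroblast monolayer depositing Alexa488-labelled fibronectin into matrix | amount = 10000 AH1F cells/well | buffer or medium = DMEM plus 2% serum, read in PBS | incubation = 1 h cell adhesion before compound, then overnight fibronectin incubation | detection = fluorescence at 485 nm excitation, 525 nm emission | evaluation = percent inhibition as loss of matrix-bound fibronectin fluorescence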
# GSIS activator – primary screen for activators of insulin secretion dependent on glucose, INS-1E cells, GLuc reporter luminescence | hit rate 0.61% among 370,000 | AID 743287 | activation, % at 16.6 µM | INS-1E GLuc reporter insulin secretion, 2-3 h;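 active = lowest replicate activation of at least 40%, so every replicate reaches that level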;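 also: 0% = median of neutral control wells and 100% = median of IBMX positive control wells; some compounds called inactive have numbers as strong as hits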
# F508del corr – correctors of CFTR F508del function in bronchial epithelial cells | hit rate 0.36% among 350,000 | activity (quench increase), % at 7.58 µM | CFBE cells, YFP halide quenching; stimulated with forskolin plus potentiator P3; % fluorescence drop versus neutral controls | AID 720511;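 active = mean added fluorescence quench of at least 8% versus neutral control, with both replicates also reaching 8%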;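 also: cells transiently co-express mutant CFTR-F508del with the halide-sensitive YFP; corrector assay measuring rescue of mutant channel to the surface after 24 h compound exposure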
# C2C12 statin – suppression of simvastatin myotoxicity; C2C12 myotubes + simvastatin, ATP luminescence, 48 h; scaled: DMSO 0, geranylgeraniol control 100; rescue of ATP level, % at 7.49 µM; hit rate 0.78% among 330,000;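 active = mean ATP rescue above about 67%, or every replicate alone reaching that limit, limit read from the data, passing the limit was not always enough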;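 also: myotubes were challenged with 10 µM simvastatin during compound exposure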
# Cneo AK release – Cryptococcus neoformans lysis via adenylate kinase release | C. neoformans lysis, adenylate kinase release luminescence, 4 h; normalised: neutral wells 0, clomiphene wells 100 | lysis activity, % at 15 µM | hit rate 0.2% among 360,000 | AID 651654;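 active = mean lysis activity across replicates of at least 80%, whatever share of replicates individually reach that level; inactive = mean lysis activity below 80%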
#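 Material: C. neoformans cells; Schedule: 4 h static compound exposure, 37 °C, read 1 h post-reagent; Measured by: adenylate kinase release luminescence; Read-out: signal increase indicating cell lysis; Controls: Clomiphene as positive lysis control.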
# PglD DTNB – PglD (C. jejuni) enzyme inhibition; purified PglD enzyme, DTNB colorimetric CoA detection; inhibition, % at 12.5 µM; hit rate 0.098% among 360,000; AID 602405; in the data active = inhibition above about 16%, passing the limit was not always enough; also: strong numbers were not always called active
# PGC1a acetyl inh – modulators of PGC1a acetylation. U2OS PGC1a acetylation, AlphaScreen anti-acetyl-lysine; with virally co-expressed GCN5 acetyltransferase. inhibition, % at 15.6 µM. hit rate 0.17% among 350,000. AID 651687;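 active = every replicate shows inhibition of at least 40%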;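 also: 0% = neutral control wells and 100% = positive control wells; some results beyond the cut were filed as inactive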
# miR122 inh – blocks miR-122 activity in Huh7 sensor cells; activation (reporter increase), % at 12.5 µM; hit rate 0.3% among 340,000; Huh7 miR-122 Renilla luciferase sensor, 48 h; neutral wells = 0, positive control = 100; AID 602342;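 active = mean replicate activation score at least 90 and every replicate individually at or above 90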;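 also: higher luciferase means less miR-122 activity so hits act as miR-122 inhibitors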
# * = called active by the depositor; · = not tested or not shown; [ ] = another dose, or the depositor's remark.
# Sample of the layout:
SMILES,FN deposit inh,GSIS activator,F508del corr,C2C12 statin,Cneo AK release,PglD DTNB,PGC1a acetyl inh,miR122 inh
O=C1CCCc2nc(NCc3ccco3)ncc21,·,13,·,-10,-2,2,2,7
CN(C)C(=O)C[C@H]1C=C[C@@H](NC(=O)c2ccc(F)cc2)[C@H](CO)O1,7,5,-0.2,-6,-1,1,-3,·

# The list itself, from the first entry:
SMILES,FN deposit inh,GSIS activator,F508del corr,C2C12 statin,Cneo AK release,PglD DTNB,PGC1a acetyl inh,miR122 inh
O=C1CCCc2nc(NCc3ccco3)ncc21,·,13,·,-10,-2,2,2,7
CN(C)C(=O)C[C@H]1C=C[C@@H](NC(=O)c2ccc(F)cc2)[C@H](CO)O1,7,5,-0.2,-6,-1,1,-3,·
CO[C@@H](CN(C)Cc1ccc(-c2ccccn2)cc1)[C@@H](C)CN(C(=O)Nc1ccc(F)cc1)[C@@H](C)CO,8,-7,-2.5,7,-4,-3,-3,·
CC(C)COC(=O)N(C)c1ccc(C(O)(C(F)(F)F)C(F)(F)F)cc1,·,·,·,·,0,1,-6,0
Cc1ccccc1CC(=O)N1CCCc2ccccc21,1,11,-0.3,17,-2,-1,·,·
O=C(Cn1c(C(=O)N2CCN(C3CCCCC3)CC2)cc2sccc21)c1ccccc1,·,·,·,·,4,3,-36,2
CC1CCCCN1C(=O)C1CCN(c2nc(-c3ccccc3)nc3c2CCC3)CC1 (stereo unspecified),-1,25,-0.3,4,·,·,-29,-13
C[C@@H]1CN([C@H](C)CO)C(=O)c2cc(NC(=O)Nc3ccc(C(F)(F)F)cc3)ccc2O[C@H]1CN(C)S(=O)(=O)c1ccc(F)cc1,·,-37,-1.7,-103,-1,0,4,0[16.7 µM]
O=C1CNC[C@@H]2[C@H](c3ccc(C#Cc4cccnc4)cc3)[C@@H](CO)N12,-2,6,-0.7,·,·,·,-3,·
C[C@@H]1CN([C@H](C)CO)C(=O)c2cccc(NC(=O)Nc3ccccc3)c2O[C@H]1CN(C)Cc1ccc(Cl)c(Cl)c1,-6,-35,0.3,5,0,3,-9,45[16.7 µM]
COc1ccc(OC)c2c(C)cc(N3CCN(C(=O)c4ccc(C)cc4)CC3)nc12,1,-6,-4.7,-14,·,·,-7,-10
C=CCN(C(=O)c1ccc2c(c1)nnn2C)c1ccccc1,-2,0,-2.4,-3,1,1,-1,-3
CC1CCCCN1C(=O)CSc1nnc(-c2cccs2)o1 (stereo unspecified),-2,1,1.8,-3,6,-3,·,-3
CCOC(=O)CCCC(=O)N1CCOCCOCCOCC1,-30,-5,-0.2,·,·,·,1,·
c1ccc2c(c1)N1CCN=C1N2CCN1CCCCC1,·,5,·,-16,-1,-3,5,-2
Cc1cc(C)c(NC(=O)C2CC3CCC2C3)c(C)c1 (stereo unspecified),·,·,·,2,-3,7,-4,2
C[C@@H]1CN([C@H](C)CO)C(=O)c2cc(NS(=O)(=O)c3ccc(Cl)cc3)ccc2O[C@@H](C)CCCCO[C@@H]1CN(C)CC1CCCCC1,·,-25,3.9,·,-14,-3,-8,-19[16.7 µM]
CCOc1ccccc1-c1nc(-c2cc3ccc(C)cc3[nH]c2=O)no1,5,·,·,3,0,-3,-10,1
Cc1cccc(NC(=O)c2ccccc2Br)n1,-3,14,-1.7,4,-1,-3,-3,2
COC(=O)c1ccc(CN2CCC(n3nccc3NC(=O)C3CC3)CC2)cc1,-2,2,-3.1,-1,-1,0,0,-8
COc1cccc(CNC(=O)C2CCN(S(=O)(=O)c3ccc4c(c3)OCCO4)CC2)c1,-2,8,-0.7,·,-2,7,-7,-7
COc1cc(OC)c2c(=O)cc(-c3cccnc3)oc2c1,4,25,1.9,9,3,-1,·,·
COc1ccc(C2C(C#N)=C(N)Oc3n[nH]c(C)c32)cc1CN1CCN(c2ccc(F)cc2)CC1 (stereo unspecified),·,·,·,16,19,2,5,-10
CCN(CC)c1ccc(C2CC(=O)Nc3cc(OC)c(OC)cc32)cc1 (stereo unspecified),·,·,·,6,7,11,1,-1
CCCNC(=O)N1[C@H](CNC(C)=O)[C@@H](c2ccc(C3=CCCC3)cc2)[C@@H]1CO,·,1,-1.9,18,-1,2,-3,0[16.7 µM]
C=C(C)c1cccc(C(C)(C)NC(=O)NNC(=O)c2ccccc2O)c1,-13,-14,1.7,18,·,·,·,25
CCn1c(SCc2nc3cc(OC)c(OC)cc3c(=O)[nH]2)nc2ccccc21,4,15,-0.7,6,1,-1,7,-1
O=C(Nc1ccc2c(c1)CCC2)c1cnn2c1NC(c1ccco1)CC2C(F)(F)F (stereo unspecified),·,-6,·,-2,-2,1,-1,1
CC(C)CC#Cc1ccc2c(c1)O[C@@H](CN(C)C(=O)c1cccc(F)c1)[C@@H](C)CN([C@@H](C)CO)S2(=O)=O,-14,-15,4.7,17,8,-2,-15,22[16.7 µM]
CN(C)CCCN(Cc1cc2cc3c(cc2[nH]c1=O)OCO3)C(=S)Nc1cccc(Cl)c1,1,-28,1.4,11,·,·,14,·
Cc1cccc(NC(=O)Nc2ccc3c(c2)C(=O)N(C)[C@H]2CC[C@@H](CC(=O)NCc4ccccc4Cl)O[C@@H]2CO3)c1,-6,3,-0.6,-41,-2,2,-3,-10[16.7 µM]
COc1ccc(S(=O)(=O)N2CCCCC2)cc1NC(=O)CSc1nccn1C,2,3,-1.9,·,·,·,5,·
C[C@H]1CN([C@@H](C)CO)C(=O)c2cc(NC(=O)C3CC3)ccc2O[C@H]1CN(C)Cc1ccncc1,·,15,-0.9,35,0,0,-7,-5[16.7 µM]
Cc1ccc(S(=O)(=O)N2CCC(C(=O)N3CCc4ccccc43)CC2)cc1C,-3,-3,-0.9,-4,5,-1,·,5
CCC/C(C(=O)NCCO)=C1/c2ccccc2C(=O)N1c1ccccc1,7,6,-3.8,-2,1,-5,4,-4
Cc1ccnc(N2C(=O)c3ccccc3C2O)c1 (stereo unspecified),-6,2,-0.5,-29,-3,4,13,-1
Cc1noc(C)c1NC(=O)Nc1ccc2c(c1)C(=O)N([C@@H](C)CO)C[C@@H](C)[C@@H](CN(C)CC1CC1)OCCCC[C@@H](C)O2,·,18,-0.3,·,9,4,-7,5[16.7 µM]
O=C(NCc1ccco1)c1ccc(S(=O)(=O)N2CCOCC2)cc1,-1,·,·,18,0,-3,-8,-6
COc1ccc(C(=O)NC(=C(Cl)Cl)S(=O)(=O)c2ccc(C)cc2)cc1,-1,-6,1.3,·,-12,0,·,·
O=C(O)C(=O)Nc1ccc(NC(=O)C(c2ccccc2)c2ccccc2)cc1,-2,-5,-4.8,51,0,-4,4,8
COC(=O)C(CC(=O)O)NCc1ccco1 (stereo unspecified),2,19,0.4,8,-1,6,-2,-2
COc1ccccc1C(c1nnnn1C(C)(C)C)N1CCN(C(=O)c2ccco2)CC1 (stereo unspecified),·,14,·,·,0,-6,-5,-9
Clc1ccc(Br)cc1-c1nc(-c2ccncc2)no1,1,·,·,32,-1,-1,-4,-6
O=S(=O)(Cc1ccccc1)N1CCC(c2nc(-c3cccs3)no2)CC1,·,-3,1.4,61,0,-3,-9,10
CSc1ccccc1OCc1cc(C(=O)N(C)Cc2ccc(C)o2)no1,3,-23,-1.1,13,1,1,-11,0
COc1ccccc1C(=O)C1CCCN(C(=O)c2ccc3c(c2)OCCO3)C1 (stereo unspecified),-1,4,-1.6,·,·,·,-7,·
COc1ccccc1NC(=O)N[C@H]1CC[C@H](CCNS(=O)(=O)c2ccc(Cl)cc2)O[C@H]1CO,3,-2,2.2,8,1,-3,-1,·
CCN1CCN(C(=O)c2cc(=O)c3cc(C)ccc3o2)CC1,8,1,0.0,-6,1,-1,-1,2
COc1ccc(C(CNC(=O)c2ccc(-c3ccccc3Cl)o2)N2CCOCC2)cc1 (stereo unspecified),5,-40,-0.5,-9,-1,-2,·,·
CCc1nnc(NC(=O)CCC(=O)N2CCN(Cc3ccccc3)CC2)s1,·,·,·,-4,0,0,9,-9
Cn1c(N)c(C(=O)COC(=O)CSc2cccc3cccc(Cl)c23)c(=O)n(C)c1=O,-2,1,-2.8,·,·,·,-1,·
O=C(COc1ncnc2scc(-c3ccc(F)cc3)c12)NCc1ccco1,·,·,·,7,-1,1,5,-4
C[C@H]1CN([C@@H](C)CO)C(=O)Cc2cc(NC(=O)CCCCCC(=O)Nc3ccccc3N)ccc2O[C@H]1CN(C)Cc1ccccc1,·,4,-1.2,73*,-3,2,-1,7[16.7 µM]
COc1ccc(NC(=O)c2ccc(Cl)c(S(=O)(=O)N3CCc4ccccc4C3)c2)cn1,-12,-6,·,-5,·,5,-20,25
O=C(COC(=O)c1cc([N+](=O)[O-])ccc1Cl)NC1CCCC1,2,-1,-2.6,5,2,3,-13,-1
C[C@@H]1CCCCO[C@@H](CN(C)C(=O)Nc2ccc(C(F)(F)F)cc2)[C@H](C)CN([C@H](C)CO)C(=O)c2cc(NC(=O)Cc3ccccc3)ccc2O1,·,-4,3.5,·,59,5,-2,-8[16.7 µM]
COc1ccc2c(c1)CCc1cn[nH]c1-2,4,11,-4.4,3,-1,-2,14,-8
O=C(COCc1cc(-c2cccs2)on1)NC1CCCCC1,-7,22,-1.5,-16,2,-3,-16,3
Cc1ccc(OS(=O)(=O)c2ccc(N3C(=O)CCC3=O)cc2)cc1,0,-2,-5.0,-7,-1,-6,3,-3
C[C@H](CO)N1C[C@H](C)[C@H](CN(C)Cc2ccccc2)Oc2c(NC(=O)Nc3ccc4c(c3)OCO4)cccc2C1=O,·,-6,1.6,45,-7,-4,·,8[16.7 µM]

# Next part.
SMILES,FN deposit inh,GSIS activator,F508del corr,C2C12 statin,Cneo AK release,PglD DTNB,PGC1a acetyl inh,miR122 inh
O=C(Nc1ccc(-n2cccn2)cc1)C1CCCCN1Cc1cccc2c1OCO2 (stereo unspecified),10,-7,3.2,-42,-2,-4,3,34
Cc1cc(-n2c(C)cc(C(=O)COc3cccnc3[N+](=O)[O-])c2C)no1,-5,-2,-2.2,-8,0,0,-14,-2
COc1cc(C(C)=O)ccc1OCc1cc(C(=O)N2CCSCC2)no1,-5,-3,0.4,0,1,-1,·,·
CC1CCCCN1C(=O)CSc1ccc(-c2ccc(F)cc2)nn1 (stereo unspecified),0,-10,·,·,-2,0,13,1
O=C(NC(Cc1c[nH]c2ccccc12)C(=O)O)c1cccc(S(=O)(=O)N2CCCCC2)c1 (stereo unspecified),·,12,-0.5,1,-1,2,19,2
CCCNC(=O)N(C)C[C@@H]1Oc2cc(C3=CCCCC3)ccc2S(=O)(=O)N([C@@H](C)CO)C[C@H]1C,-22,-3,-0.9,-43,-3,-2,-13,8[16.7 µM]
COc1ccc(S(=O)(=O)N(C)CC(=O)N2CCN(C)CC2)cc1C,·,·,·,0,2,-4,-17,-9
COc1ccc(NC(=O)N(C)C[C@@H]2Oc3ccc(NS(C)(=O)=O)cc3C(=O)N([C@H](C)CO)C[C@H]2C)cc1,6,18,-0.7,4,-3,4,22,-6[16.7 µM]
COCCN1C(=O)CCC1(C)C(=O)NC(C)(C)C (stereo unspecified),-9,-3,1.5,-4,-2,-4,-17,3
CN(C1CCCCC1)S(=O)(=O)c1ccc(NC(=O)CCC(=O)O)cc1,·,8,·,-8,-4,·,4,-2
COc1ccnc(N2CCN(c3cccc(C(F)(F)F)c3)CC2)c1C#N,0,73*,·,-35,1,2,-7,·

# Assay outcomes (PubChem BioAssay)
